# Source: PubChem BioAssay
# GPR55 beta-arrestin: GPR55 agonists via beta-arrestin recruitment, primary screen, imaging, U2OS cells, beta-arrestin-GFP redistribution (AID 1961); one-dose activation, % at 10 µM; EC50 in µM for titrated hits; U2OS GPR55 beta-arrestin-GFP redistribution imaging; higher % means a stronger effect; G-protein coupled receptor 55 (Homo sapiens); 0.048% of 290,000 active;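 active = activation above 40% with more than 50 cells counted in the well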;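 note: U2OS osteosarcoma cells stably expressing GPR55 and beta-arrestin-GFP; plate controls were DMSO negative control for no effect and LPI positive control for full effect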
# KOR beta-arrestin-1: KOR agonists, beta-arrestin recruitment, primary screen, cell-based, luminescence, uHTS (AID 1777); Kappa-type opioid receptor (Homo sapiens); KOR beta-arrestin recruitment, luminescence; higher % means a stronger effect; activation, % at 10 µM, or EC50 in µM where a hit was titrated; 0.02% of 280,000 active; in the data active = activation above about 50%, passing the limit was not always enough; note: a part of the inactive calls stands beside numbers as strong as those of hits
# NOD1 NF-kB reporter: NOD1 signaling inhibitors, primary screen, cell-based, luminescence, uHTS (AID 1578). NOD1-driven NF-kB luciferase reporter cells, luminescence; higher % means a stronger effect. 1% of 290,000 active. inhibition, % at 4 µM, or EC50 in µM where a hit was titrated; in the data active = inhibition mostly above about 36%, no sharp cut-off; inactive = mostly below about 34%;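 note: HEK-293T reporter cells stimulated with the NOD1 agonist gamma-tri-DAP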
# West Nile virus CPE: West Nile virus antiviral activity, cell-based, CPE readout (AID 1621); West Nile virus-infected cells, CPE inhibition; higher % means a stronger effect; CPE inhibition, % at 10 µM; hits with a dose series show IC50 in µM; 0.02% of 290,000 active; in the data active = a potency from the dose series; note: strong numbers were not always called active
# GPR35 antagonists: GPR35 antagonists blocking zaprinast-driven arrestin recruitment, primary screen, imaging, U2OS, beta-arrestin-GFP, zaprinast agonist (AID 2058). G-protein coupled receptor 35 (Homo sapiens). U2OS GPR35 beta-arrestin-GFP translocation imaging, zaprinast antagonism; higher % means a stronger effect. one-dose inhibition, % at 10 µM; IC50 in µM for titrated hits. 0.052% of 290,000 active;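 active = inhibition of at least 50% with at least 30 cells and total cytoplasm GFP at most 10,000,000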
# HIV peptide binding: inhibitors of HIV fusion peptide binding, primary screen, biochemical, uHTS, fluorescence dequenching (AID 1986); 0.3% of 290,000 active; inhibition, % at 20 µM; hits with a dose series show IC50 in µM; cell-free peptide binding, fluorescence dequenching, 30 min; higher % means a stronger effect; in the data active = inhibition mostly above about 52%, no sharp cut-off; inactive = mostly below about 76%; note: some results filed as inactive read as strong as hits
# Dengue-2 NS5 capping: Dengue-2 NS5 methyltransferase inhibitors, primary screen, biochemical, confirmation dose response (AID 588689). inhibition, % at 25 µM; hits with a dose series show IC50 in µM. Dengue-2 NS5 methyltransferase capping enzyme assay, biochemical; higher % means a stronger effect. 0.3% of 340,000 active; in the data active = a potency from the dose series
# KOR beta-arrestin-2: KOR antagonists, beta-arrestin recruitment, cell-based, luminescence, uHTS (AID 1778); Kappa-type opioid receptor (Homo sapiens); KOR beta-arrestin recruitment, luminescence, antagonist mode; higher % means a stronger effect; inhibition, % at 10 µM, or IC50 in µM where a hit was titrated; 0.091% of 290,000 active; in the data active = inhibition above about 50%; note: strong numbers were not always called active
# GPR55 LPI antagonism: GPR55 antagonists blocking LPI-driven arrestin recruitment, primary screen, imaging, U2OS, beta-arrestin-GFP, LPI agonist (AID 2013); G-protein coupled receptor 55 (Homo sapiens); U2OS GPR55 beta-arrestin-GFP translocation imaging, LPI antagonism; higher % means a stronger effect; inhibition, % at 10 µM; hits with a dose series show IC50 in µM; 0.13% of 290,000 active;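 active = spots per cell inhibited over 60%, with over 100 cells counted and total cytoplasm intensity under 500,000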;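 note: U2OS cells stably carrying GPR55 and arrestin-GFP stimulated by 5 µM LPI near EC80; imaged beta-arrestin-GFP aggregate spots per cell after agonist stimulation; plate controls were LPI-stimulated DMSO wells for no effect and DMSO wells without LPI for full effect; some results filed as inactive read as strong as hits; confirmed hits need IC50 under 10 µM and bright autofluorescent wells are also inconclusive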
# Dengue-2 NS5 capping pilot replicate: recorded beside Dengue-2 NS5 capping, whose call it bears; inhibition, %; measured here: pilot screen replicate inhibition
# Numbers without * were called inactive; x = not tested or not shown; & = joins results of further samples; [ ] = remark or other dose.
SMILES,GPR55 beta-arrestin,KOR beta-arrestin-1,NOD1 NF-kB reporter,West Nile virus CPE,GPR35 antagonists,HIV peptide binding,Dengue-2 NS5 capping,KOR beta-arrestin-2,GPR55 LPI antagonism,others
CC1(C(=O)NCCc2c[nH]c3ccccc23)C=CCN1C(=O)c1ccccc1 (stereo unspecified),-0.1%,3.2%,23%,0.0%,-11%,-0.2%,-3%,-20%,-12%,
Cc1ccc(CN2CCSc3ccc(C(=O)NCCCN4CCOCC4)cc32)cc1,-0.2%,-3.3%,-4%,-0.9%,11%,-2.0%,-4%,34%,18%,
CCOc1ccc(C2c3[nH]c4ccccc4c3CCN2Cc2cccn2-c2ncccn2)cc1 (stereo unspecified),0.7%,-0.3%,-5%,-0.7%,-13%,5.1%,-6%,13%,8%,
COc1cccc(COCCN2CCN(S(=O)(=O)c3ccc(C)cc3)CCC2=O)c1,1.1%,-1.5%,-14%,-0.7%,2%,-0.5%,0%,-16%,7%,
O=C(CNC(=O)c1ccccc1)NCCO,-0.3%,2.0%,-22%,-1.0%,-9%,1.1%,4%,-7%,14%,
CCN(CC)S(=O)(=O)c1cc([N+](=O)[O-])ccc1N=Nc1c(O)n(C)c2ccccc12,0.0%,-1.4%,-27%,0.1%,10%,0.0%,-2%,-14%,3%,
CC1Cc2ccccc2N1C(=O)CSc1nnc(C2CC2)n1C (stereo unspecified),-0.2%,1.3%,5%,0.1%,4%,2.8%,-1%,-15%,5%,
Nc1nc(SCn2nnc3ccccc3c2=O)n[nH]1,0.2%,-5.0%,-10%,0.2%,10%,-1.9%,4%,4%[20 µM],7%,
CC(NCc1ccc2c(c1)OCO2)C(=O)N1CCc2ccccc21 (stereo unspecified),-0.6%,-1.6%,-27%,-0.4%,1%,-0.8%,1%,26%,11%,
Cc1cccc(N2C(=NC(=O)c3ccccc3)SC3CS(=O)(=O)CC32)c1 (stereo unspecified),0.4%,4.6%,19%,-0.8%,-5%,0.6%,-5%,4%,-4%,
COc1ccc(NC(=O)Cn2c(=O)oc3cc(Cl)ccc32)c(OC)c1,-0.1%,-1.6%,-10%,-0.3%,4%,0.4%,-3%,-8%,-2%,
O=C(Nc1ccc2c(c1)OCO2)C1CC(=O)N(CCc2ccccc2)C1 (stereo unspecified),0.1%,-1.6%,-9%,-0.2%,11%,3.1%,-7%,11%,8%,
CCCCC(=O)Nc1ccc(NC(=O)c2ccco2)cn1,0.7%,1.1%,-14%,0.0%,-2%,-0.3%,-5%,-3%,x,
CCOCCCn1c(SCC(=O)Nc2cccc(S(=O)(=O)NC3=NCCCCC3)c2)nc2ccccc2c1=O,-0.1%,0.9%,-1%,0.3%,19%,-1.7%,-1%,33%,8%,
O=C(Cc1cc(=O)[nH][nH]1)N/N=C/c1cccc(Cl)c1Cl,-0.3%&0.5%,-4.2%&-3.4%,-22%&0%,-0.6%&-0.1%,-7%&8%,21%&18%,-4%&-4%,-14%&-8%,9%&-7%,
N/C(=N\OC(=O)CCCc1ccccc1)c1cccnc1,0.7%,-1.7%,-50%,-0.1%,-1%,-1.1%,1%,x,1%,
O=C(NCCCN1CCOCC1)c1ccc(CNS(=O)(=O)c2ccc(Br)cc2)cc1,-0.2%,-2.0%,-11%,0.2%,14%,0.2%,-6%,3%,8%,
COc1ccc2ncc(OC(C)=O)cc2c1,-0.4%,-1.7%,4%,-0.4%,-10%,-1.8%,1%,-18%,0%,
C=CCOc1ccc(/C=N/NC(=O)c2c(C)nc3ccc(Cl)cn23)cc1,-0.3%,-4.7%,-9%,-0.3%,8%,2.2%,-4%,-45%[20 µM],4%,Dengue-2 NS5 capping pilot replicate=-4.6
Cc1ccc(S(=O)(=O)N2CCN(c3ccc([N+](=O)[O-])c(Sc4nncn4C)c3)CC2)cc1,-0.2%,-7.7%,-44%,-1.0%,-1%,-0.2%,1%,21%,5%,
Cc1cc(C(=O)OCC(=O)N2CCN(c3ccccc3)CC2)c2ccccc2n1,-0.2%,10%,-4%,-0.4%,-12%,-1.0%,-8%,4%,-3%,
CCOC(=O)c1cnn(C)c1NC(=O)c1ccc(Cl)cc1Cl,0.4%,3.5%,-9%,-0.4%,-11%,-1.1%,-3%,4%,2%,
Cc1ccc(C2=NN(C(=S)Nc3ccccc3)C(c3ccco3)C2)cc1 (stereo unspecified),0.3%,3.5%,-26%,-0.1%,2%,9.7%,-7%,-4%,9%,
CCOC(=O)C1CCCN(C(=O)c2sc3nc(C)nc(N4CCOCC4)c3c2C)C1 (stereo unspecified),-0.1%,2.3%,-12%,0.2%,2%,-1.0%,-3%,-34%,-6%,
Fc1ccccc1C1CCN(Cc2nc(CC3CC3)no2)C1 (stereo unspecified),-0.3%,-0.8%,-54%,-0.9%,-8%,0.2%,x,-9%,8%,

# (continued)
SMILES,GPR55 beta-arrestin,KOR beta-arrestin-1,NOD1 NF-kB reporter,West Nile virus CPE,GPR35 antagonists,HIV peptide binding,Dengue-2 NS5 capping,KOR beta-arrestin-2,GPR55 LPI antagonism,others
COc1ccc(NC(=S)NCc2cccnc2)cc1OC,-0.1%,-1.6%,-11%,0.0%,14%,2.5%,1%,1%[20 µM],-8%,
CCC(C)NC(=O)C1=CCN(S(=O)(=O)c2ccc(C)cc2)CC1 (stereo unspecified),0.3%,0.1%,0%,-0.1%,-9%,1.1%,6%,-4%,12%,
Cc1ccc(CN2CCN(C(=O)CC(C)C)CC2)cc1,0.0%,7.5%,1%,-0.4%,-9%,0.7%,-3%,-29%[20 µM],-2%,
CC(Oc1ccc(Cl)cc1)c1ccnn1S(=O)(=O)c1ccccc1 (stereo unspecified),-0.1%,2.2%,7%,-1.1%,16%,1.1%,3%,6%,13%,
CC(C)c1c(C(=O)N/N=C/C=C/c2ccccc2)nnn1-c1nonc1N,-0.2%,-2.2%,-6%,0.4%,9%,-0.1%,-6%,-26%,14%,
Cc1ccnc(NS(=O)(=O)c2ccc(NC(=O)c3ccc(Cl)cc3[N+](=O)[O-])cc2)n1,0.3%,-1.8%,42%,-0.3%,3%,2.1%,9%,12%,7%,
O=C1CSC(c2ccccc2)N1Nc1nc(N2CCOCC2)nc(N2CCOCC2)n1 (stereo unspecified),-0.2%,4.4%,-10%,-0.4%,11%,82%,-1%,2%,-3%,
c1ccc(-c2nnc3sc(-c4cc5ccccc5o4)nn23)cc1,0.1%,-1.1%,-9%,-0.2%,-20%,0.5%,-3%,-15%,10%,
CCOC(=O)[C@H](O)[C@@H](O)c1cccc([C@H](O)[C@@H](O)C(=O)OCC)c1,-0.1%,1.2%,-22%,0.4%,-4%,-0.4%,-8%,-22%[20 µM],6%,
Cc1ccc(-c2noc(CCC(=O)Nc3ccccc3N3CCN(C)CC3)n2)cc1,0.1%,-8.4%,-23%,0.9%,14%,7.9%,-8%,-25%,10%,
CCOC(=O)c1oc2ccccc2c1N,-0.4%,-1.6%,-14%,-0.2%,-5%,-0.9%,-2%,30%,0%,
C=CCNC(=O)CN1CCC(NC(=O)c2ccco2)CC1,0.4%,-2.8%,-15%,0.0%,8%,-0.2%,3%,18%[20 µM],-2%,
CCCN1CC(=O)N2Cc3[nH]c4ccccc4c3C[C@H]2C1=O,0.4%,0.4%,-2%,-0.6%,-20%,1.2%,-13%,-8%,0%,
C=CCSC1=C(C#N)C2(CCCCC2)C(C#N)C(=O)N1 (stereo unspecified),-0.2%,0.6%,-31%,0.9%,4%,0.3%,-9%,-30%,-8%,
CCS(=O)(=O)n1nc(-c2ccccc2)nc1NCc1ccco1,0.1%,-5.9%,-33%,0.4%,0%,2.2%,2%,8%,7%,
c1ccc(CSc2nnnn2-c2cccc3ccccc23)nc1,-0.3%,1.5%,-5%,0.0%,-1%,1.1%,x,-10%,-7%,
COc1ccc(-c2cc(C)no2)cc1S(=O)(=O)N1CCOc2ccc(C)cc21,0.2%,1.0%,-5%,-0.5%,-2%,0.9%,0%,13%,0%,
O=C(c1ccc(COc2c(F)c(F)cc(F)c2F)o1)N1CCN(c2ccc(Cl)cc2)CC1,-0.1%,-3.2%,4%,-0.7%,8%,-2.0%,1%,29%,0%,
CCOc1ccc(S(=O)(=O)N2CCN(CC)CC2)cc1NC(=O)c1ccccc1F,0.5%,-2.6%,-10%,-1.4%,-1%,1.2%,-9%,2%,0%,
CCOC(=O)c1sc(=S)n(-c2ccccc2OC)c1N,-0.1%,0.2%,x,-0.5%,10%,-2.3%,1%,38%,10%,
COC(=O)C1CN(C(=O)C(C)Oc2ccc(C(C)C)cc2)c2ccccc2O1 (stereo unspecified),0.0%,-2.2%,6%,0.1%,-1%,-2.7%,-7%,-4%,-3%,
COc1ccc(-c2ccc3c(N)c(C(=O)c4ccc(OC)c(OC)c4)sc3n2)cc1,-0.1%,0.7%,-17%,1.7%,-13%,2.7%,-24%,-29%,9%,
COC(=O)N/N=C/c1cn(CCCOc2ccc(C)cc2)c2ccccc12,0.1%,4.0%,-7%,-1.1%,-5%,-1.4%,2%,x,-8%,
COc1ccc2cc(C(=O)C3CCCN(C(=O)Cc4c(C)noc4C)C3)ccc2c1 (stereo unspecified),-0.2%,-1.0%,-21%,-1.1%,5%,0.9%,-7%,22%,3%,
Cc1nccn1-c1ccc(C(F)(F)F)cc1NC=O,-0.2%,x,-19%,0.0%,-2%,-1.0%,1%,-16%,-10%,
COc1ccc([N+](=O)[O-])cc1NC(=O)C(C)N1CCN(C(=O)c2ccco2)CC1 (stereo unspecified),-0.5%,-1.8%,-26%,-0.3%,2%,-1.8%,-12%,0%,3%,
OC(COc1ccc2ccccc2c1)CN1CCCC1 (stereo unspecified),-0.1%,1.8%,-29%,-0.4%,-4%,0.3%,1%,-11%,8%,
O=C1C(Cc2ccccc2)SC(=Nc2ccccc2)N1c1ccccc1 (stereo unspecified),-0.1%,6.4%,9%,x,-2%,-2.3%,5%,6%,7%,

# Some of these compounds in order of molar mass, low to high.
SMILES,GPR55 beta-arrestin,KOR beta-arrestin-1,NOD1 NF-kB reporter,West Nile virus CPE,GPR35 antagonists,HIV peptide binding,Dengue-2 NS5 capping,KOR beta-arrestin-2,GPR55 LPI antagonism,others
CCOC(=O)c1oc2ccccc2c1N,-0.4%,-1.6%,-14%,-0.2%,-5%,-0.9%,-2%,30%,0%,
Cc1nccn1-c1ccc(C(F)(F)F)cc1NC=O,-0.2%,x,-19%,0.0%,-2%,-1.0%,1%,-16%,-10%,
CCC(C)NC(=O)C1=CCN(S(=O)(=O)c2ccc(C)cc2)CC1 (stereo unspecified),0.3%,0.1%,0%,-0.1%,-9%,1.1%,6%,-4%,12%,
COC(=O)C1CN(C(=O)C(C)Oc2ccc(C(C)C)cc2)c2ccccc2O1 (stereo unspecified),0.0%,-2.2%,6%,0.1%,-1%,-2.7%,-7%,-4%,-3%,
Cc1ccc(-c2noc(CCC(=O)Nc3ccccc3N3CCN(C)CC3)n2)cc1,0.1%,-8.4%,-23%,0.9%,14%,7.9%,-8%,-25%,10%,

# The list is partial; rates above refer to the full screens.
